Source: PubChem (several laboratories)
GALR2 blocker: GALR2 antagonists in receptor-expressing cells, primary screen | Galanin receptor type 2 (Homo sapiens), O43603 | antagonist mode | inhibition, % at 4 µM | actives 0.39% (n = 140,000); in the data active = inhibition above about 27%;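 also: cells stimulated with galanin 1-16 at roughly its EC80; 0% = agonist challenge control and 100% = basal control without agonist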
Target sequence (O43603 whole entry, looked up): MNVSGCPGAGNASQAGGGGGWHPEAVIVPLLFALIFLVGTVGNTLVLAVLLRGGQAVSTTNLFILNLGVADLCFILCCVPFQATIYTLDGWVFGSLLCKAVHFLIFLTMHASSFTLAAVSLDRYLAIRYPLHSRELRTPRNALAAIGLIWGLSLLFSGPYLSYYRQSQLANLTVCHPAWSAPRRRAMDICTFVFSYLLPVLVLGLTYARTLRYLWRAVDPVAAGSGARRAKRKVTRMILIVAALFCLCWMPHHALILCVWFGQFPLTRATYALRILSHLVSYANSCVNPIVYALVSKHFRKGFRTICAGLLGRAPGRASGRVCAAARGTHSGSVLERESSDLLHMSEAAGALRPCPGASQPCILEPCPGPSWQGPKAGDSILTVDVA
Phagocyt inh: inhibitors of macrophage phagocytosis, primary screen, imaging, J774A.1 cells, IgG beads. AID 1029, 2008. inhibition, % at 5 µM. J774A.1 macrophage IgG-bead phagocytosis. actives 0.07% (n = 110,000);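 active = inhibition above the mean of the plate negative controls plus 5 SD, cut at about 13% in these data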;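 also: phagocytic index as fraction of beads internalized from green versus red external bead signal; plate controls were DMSO negative control for no effect and cytochalasin-D positive control for full effect; some results beyond the cut were filed as inactive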
E-sel TNF inh: E-selectin induction blockers in HUVEC – imaging, immunofluorescence, high content, primary screen | actives 0.71% (n = 120,000) | AID 1246, 2008 | HUVEC TNFa-induced E-selectin immunofluorescence | inhibition, % at 2 µM;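 active = inhibition above the batch mean plus 3 SD, and confirmed as a hit on visual image review, cut at about 43% in these data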;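 also: 0% = TNF-stimulated DMSO wells and 100% = unstimulated control wells; not every result past the cut was called active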
NPY-Y2 antag: NPY-Y2 receptor antagonists, primary screen, cell-based; NPY-Y2 expressing cells, antagonist mode; actives 0.99% (n = 140,000); inhibition, % at 2.7 µM; AID 793, 2007; in the data active = inhibition above about 17%;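 also: 0% = vehicle with agonist challenge and 100% = reference antagonist with challenge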
Target sequence (P49146 whole entry, looked up): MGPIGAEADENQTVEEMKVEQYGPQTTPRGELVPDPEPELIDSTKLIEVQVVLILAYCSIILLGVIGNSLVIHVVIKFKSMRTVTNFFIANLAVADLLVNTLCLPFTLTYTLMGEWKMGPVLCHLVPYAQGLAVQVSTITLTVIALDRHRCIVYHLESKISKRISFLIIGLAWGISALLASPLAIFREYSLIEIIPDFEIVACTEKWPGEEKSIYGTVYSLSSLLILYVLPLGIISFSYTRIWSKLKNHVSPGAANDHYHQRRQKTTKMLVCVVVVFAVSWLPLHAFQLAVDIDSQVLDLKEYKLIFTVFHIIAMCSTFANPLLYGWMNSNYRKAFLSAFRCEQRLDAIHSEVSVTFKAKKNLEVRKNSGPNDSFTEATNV
MRP1 act: H69AR viability gain despite doxorubicin, primary screen, MRP-1 activator project, H69AR cells, CellTiter-Glo | viability rescue | viability increase, % at 10 µM | actives 0.61% (n = 140,000) | AID 799, 2007;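 active = viability gain under doxorubicin at or above a set limit, the compound median plus 3 SD, cut at about 4.7% in these data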;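 also: MRP-1 overexpressing cells given doxorubicin 25 µM after compound pretreatment; 18-22 h compound pretreatment then 72 h with doxorubicin before readout; 0% = doxorubicin-only wells and 100% = vehicle-treated cells without doxorubicin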
Yeast growth inh: growth inhibitors of yeast BB579 in restrictive medium, primary screen, yeast lifespan-shortening project, S. cerevisiae. OD615, 48 h. inhibition, % at 10 µM. actives 0.51% (n = 140,000);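 active = inhibition above a set limit, 3 SD over the mean compound inhibition, cut at about 44% in these data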; also: inactives centre near -24
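Assay system – yeast BB579 (DeaD) · Dosing – single compound dose of 10 µM, 0.25% DMSO final · Detection – OD615 turbidity measurement · Buffer or medium – CSMM-D restrictive synthetic medium containing dextrose (glucose) · Benchmarks – positive control amphotericin B 10 µg/mL · Incubation – 48 h exposure, 30 °C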
Yeast life ext: compounds extending yeast replicative lifespan, primary screen, S. cerevisiae, OD615. S. cerevisiae growth with nicotinamide; deaD strain in restrictive glucose medium. inhibition of the nicotinamide effect, % at 10 µM. actives 0.68% (n = 130,000);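 active = inhibition above a set limit, placed 3 SD over the median of all compounds, cut at about 26% in these data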;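 also: 0% = nicotinamide-treated wells and 100% = cells grown without nicotinamide; some compounds called inactive have numbers as strong as hits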
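assay system = DeaD-strain S. cerevisiae | measured by = absorbance at 615 nm | probe or stimulus = nicotinamide 1.5 mM | buffer or medium = CSMM-D glucose medium, restrictive | times = 48 h at 30 °C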
Measles CPE: compounds protecting cells from measles virus cytopathic effect, primary screen, measles RdRp inhibitor project, single point, MLSMR library, absorbance; Measles virus-infected cells, CPE protection; actives 1.5% (n = 140,000); protection (pct of control), % at 4 µM; in the data active = protection mostly above about 24%, no sharp cut-off; inactive = mostly below about 26%; also: some compounds called inactive have numbers as strong as hits
HCT116 PTEN-null: growth suppression of PTEN-null HCT116, primary screen, cell-based, CellTiter-Glo; HCT116 PTEN-null viability, 60 h; stronger effect = lower value; viability, % at 10 µM; actives 1.2% (n = 140,000);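 active = viability at or below a set limit, 4 SD under the median of all tested compounds, cut at about 3.7% in these data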;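 also: PTEN knockout HCT116 line with beta catenin targeted HCT116 as companion control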
bCat KO growth: primary screen for growth suppressors in beta-catenin knockout HCT116 cells (colon tumor, human); HCT116 beta-catenin knockout viability, CellTiter-Glo, 60 h; stronger effect = lower value; viability, % at 10 µM; actives 1.5% (n = 140,000); AID 818, 2007;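 active = viability at or under a set limit, the compound median less 4 SD, cut at about 6% in these data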;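 also: 0% = Hyamine 1622 control at 20 µM and 100% = untreated cell control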
* hit, by the source's call; x = not tested or not shown.

Start of the data: the first 14 compounds, ahead of the listing:
SMILES	GALR2 blocker	Phagocyt inh	E-sel TNF inh	NPY-Y2 antag	MRP1 act	Yeast growth inh	Yeast life ext	Measles CPE	HCT116 PTEN-null	bCat KO growth
Cc1cccc2sc(NC(=O)CN3C(=O)c4ccccc4C3=O)nc12	-1	-3	-34	9	-1.0	-25	1	18	92	93
O=c1c2ccccc2nc(SCc2cc([N+](=O)[O-])cc3c2OCOC3)n1-c1ccccc1	7	-2	x	8	-0.6	-3	2	4	81	73
COCCNC(=O)[C@H](C)[C@H]1C[C@]1(C)[C@H](NC(=O)OCc1ccccc1)c1ccccc1	-5	x	-8	2	-2.4	-20	1	19	90	86
CCCCOc1ccccc1NC(=O)Cn1c(-c2nonc2N)nc2ccccc21	18	-1	-89	51*	-2.8	-27	-4	1	1.6*	1.8*
CCOc1ccc(NC(=O)[C@@H](NC(=O)c2ccccc2)[C@@H](C)CC)cc1	-7	0	-31	3	-2.2	-34	-5	16	87	90
Cc1ccc(NC(=O)C2CC(=O)NC(N3CCc4ccccc43)=N2)cc1 (stereo unspecified)	-5	2	x	-1	-0.6	-101	41	5	101	88
COc1ccc(NC2=C(Cl)C(=O)N(CCc3ccccc3)C2=O)c(OC)c1	-1	x	x	8	-2.5	-39	21	4	74	71
CCCCCc1c(C)nc(Nc2ccccc2)[nH]c1=O	4	-1	-5	0	3.2	-19	-24	5	73	68
Cc1ccc2nc(SCC(=O)c3ccc4c(c3)OCO4)[nH]c2c1	13	x	22	3	-1.1	-34	-30	9	89	109
CSc1nccc(Oc2cccc(C#N)c2)n1	-1	-4	8	2	-1.0	-7	-9	6	102	106
O=C(O)CC1Sc2nc3ccccc3n2C1=O (stereo unspecified)	-7	1	20	1	-0.7	-16	-7	4	91	90
CCOC(=O)N1CCC(Nc2c(NCCCN(C)Cc3ccccc3)c(=O)c2=O)CC1	0	0	-2	3	-0.7	-22	-1	20	98	92
CCC(C)N(C(=O)CSc1nc(-c2ccccc2)cs1)C1CCS(=O)(=O)C1 (stereo unspecified)	-16	0	3	1	-3.3	-6	-10	2	69	72
Cc1ccc(N(C(=O)c2ccncc2)C2C=CS(=O)(=O)C2)cc1 (stereo unspecified)	8	0	x	0	-0.1	7	3	11	89	90

The listing (from the top)
SMILES	GALR2 blocker	Phagocyt inh	E-sel TNF inh	NPY-Y2 antag	MRP1 act	Yeast growth inh	Yeast life ext	Measles CPE	HCT116 PTEN-null	bCat KO growth
Cc1cccc2sc(NC(=O)CN3C(=O)c4ccccc4C3=O)nc12	-1	-3	-34	9	-1.0	-25	1	18	92	93
O=c1c2ccccc2nc(SCc2cc([N+](=O)[O-])cc3c2OCOC3)n1-c1ccccc1	7	-2	x	8	-0.6	-3	2	4	81	73
COCCNC(=O)[C@H](C)[C@H]1C[C@]1(C)[C@H](NC(=O)OCc1ccccc1)c1ccccc1	-5	x	-8	2	-2.4	-20	1	19	90	86
CCCCOc1ccccc1NC(=O)Cn1c(-c2nonc2N)nc2ccccc21	18	-1	-89	51*	-2.8	-27	-4	1	1.6*	1.8*
CCOc1ccc(NC(=O)[C@@H](NC(=O)c2ccccc2)[C@@H](C)CC)cc1	-7	0	-31	3	-2.2	-34	-5	16	87	90
Cc1ccc(NC(=O)C2CC(=O)NC(N3CCc4ccccc43)=N2)cc1 (stereo unspecified)	-5	2	x	-1	-0.6	-101	41	5	101	88
COc1ccc(NC2=C(Cl)C(=O)N(CCc3ccccc3)C2=O)c(OC)c1	-1	x	x	8	-2.5	-39	21	4	74	71
CCCCCc1c(C)nc(Nc2ccccc2)[nH]c1=O	4	-1	-5	0	3.2	-19	-24	5	73	68
Cc1ccc2nc(SCC(=O)c3ccc4c(c3)OCO4)[nH]c2c1	13	x	22	3	-1.1	-34	-30	9	89	109
CSc1nccc(Oc2cccc(C#N)c2)n1	-1	-4	8	2	-1.0	-7	-9	6	102	106
O=C(O)CC1Sc2nc3ccccc3n2C1=O (stereo unspecified)	-7	1	20	1	-0.7	-16	-7	4	91	90
CCOC(=O)N1CCC(Nc2c(NCCCN(C)Cc3ccccc3)c(=O)c2=O)CC1	0	0	-2	3	-0.7	-22	-1	20	98	92
CCC(C)N(C(=O)CSc1nc(-c2ccccc2)cs1)C1CCS(=O)(=O)C1 (stereo unspecified)	-16	0	3	1	-3.3	-6	-10	2	69	72
Cc1ccc(N(C(=O)c2ccncc2)C2C=CS(=O)(=O)C2)cc1 (stereo unspecified)	8	0	x	0	-0.1	7	3	11	89	90
CCOc1ccc(S(=O)(=O)Nc2ccc(C(=O)N/N=C(\C)c3ccc(-n4ccnc4)cc3)cc2)cc1	-1	1	4	9	-1.5	-72	-10	4	74	87
O=C/C(=C\Nc1ccccn1)c1nc2cc(Cl)ccc2o1	1	x	-15	-1	-4.8	-11	x	9	81	85
Cc1cc(C)n(-c2ccc(C(=O)OC(C)C)cc2)n1	-2	0	-38	5	-0.8	8	-16	17	93	94
Cc1ccc(-c2nc3c(cnn3-c3ccccc3)c(=O)o2)cc1	2	-1	4	5	0.2	-66	-5	9	95	95
CCOC(=O)c1cc(-c2ccc(Cl)cc2)nc2onc(C)c12	-8	x	15	1	-2.2	-30	-2	6	88	91
O=C(Nc1ccccc1-c1nc2ccccc2s1)c1cccnc1	12	-3	-3	1	-1.5	-27	-5	4	82	78
CCn1c(N2CCN(C(=O)Nc3ccc(F)cc3)CC2)nc2ccccc21	18	x	3	-2	-1.9	-35	-14	18	95	96
O=C(NCc1cccc(Cl)c1)c1cccc(C(F)(F)F)c1	4	-3	-53	8	-2.4	-5	1	1	84	84
CCC(=O)Nc1cccc(C(=O)/C=C/c2cc(Br)ccc2OC)c1	1	0	46	1	-2.5	-29	-9	5	0.7*	0.8*
C=CCn1c(SCc2cccc(C#N)c2)nnc1-c1ccccc1O	4	0	x	2	-3.6	1	-7	2	93	86
O=C(CSc1ncn[nH]1)NC12CC3CC(CC(C3)C1)C2	-5	x	21	-1	5.1*	-1	-16	3	82	87
CC(C)CNS(=O)(=O)c1ccc(OCC(=O)Nc2ccc3c(c2)OCCO3)cc1	-1	0	-5	0	-0.6	-12	-2	13	95	97
